PAFAH2 inh – inhibitors of human PAFAH2 | inhibition, % at 3.39 µM | recombinant PAFAH2, FP-rhodamine activity probe, fluorescence polarization | Q99487 | AID 492956 | 0.99% of 340,000 active;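 active = inhibition above the mean over all tested compounds plus 3 SD, cut at about 30% in these data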;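 also: inhibitors block probe labeling of enzyme so polarization drops; 0% = enzyme with DMSO and 100% = wells lacking PAFAH2 protein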
ZTA counter – ZTA (EBV) inhibition in EBNA-1 counter-screen; ZTA-DNA binding, fluorescence polarization; P03206; inhibition, % at 11 µM; 0.15% of 320,000 active; in the data active = inhibition above about 33%
pPAFAH inh – pPAFAH (human) enzyme inhibition. AID 463082. inhibition, % at 3.39 µM. recombinant pPAFAH, FP-rhodamine probe fluorescence polarization. Q13093. 1.5% of 330,000 active;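 active = inhibition above the mean inhibition across the screen plus 3 SD, cut at about 25% in these data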;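 also: inhibitors block binding of the rhodamine activity-based probe so polarization drops; 0% = enzyme with DMSO and 100% = wells lacking pPAFAH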
Target sequence (Q13093 whole entry, looked up): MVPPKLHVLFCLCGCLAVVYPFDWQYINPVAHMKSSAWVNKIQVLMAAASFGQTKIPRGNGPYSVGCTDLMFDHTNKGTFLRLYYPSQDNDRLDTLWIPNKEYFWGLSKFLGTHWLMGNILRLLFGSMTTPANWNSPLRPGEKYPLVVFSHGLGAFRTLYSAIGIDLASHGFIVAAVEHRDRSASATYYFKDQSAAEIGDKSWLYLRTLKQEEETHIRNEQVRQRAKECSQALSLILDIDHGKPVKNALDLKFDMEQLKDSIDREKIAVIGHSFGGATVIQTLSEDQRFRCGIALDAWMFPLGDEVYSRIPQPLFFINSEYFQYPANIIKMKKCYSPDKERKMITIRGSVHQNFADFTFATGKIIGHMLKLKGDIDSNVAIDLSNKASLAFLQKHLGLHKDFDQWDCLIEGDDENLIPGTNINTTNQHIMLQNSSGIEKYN
LYPLA1 counter – blocks human lysophospholipase 1, a PME1 counter-screen; O75608; inhibition, % at 5.9 µM; recombinant LYPLA1, FP-Rh probe fluorescence polarization; 0.16% of 320,000 active;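 active = inhibition above the mean of all tested compounds plus 3 SD, set per campaign, cut at about 14% in these data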;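 also: inhibitors block serine hydrolase probe labeling of LYPLA1 so polarization falls; 0% = enzyme with DMSO and 100% = wells lacking LYPLA1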
Target sequence (O75608 whole entry, looked up): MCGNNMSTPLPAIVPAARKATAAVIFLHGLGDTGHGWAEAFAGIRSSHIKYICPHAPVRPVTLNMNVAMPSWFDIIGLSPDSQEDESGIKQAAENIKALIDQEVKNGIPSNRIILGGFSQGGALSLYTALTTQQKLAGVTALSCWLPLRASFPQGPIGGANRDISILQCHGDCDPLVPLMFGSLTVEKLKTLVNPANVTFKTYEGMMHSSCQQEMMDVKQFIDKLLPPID
LYPLA2 inh – LYPLA2 (human) inhibition in PME1 counter-screen | O95372 | recombinant LYPLA2, FP-Rh probe fluorescence polarization | inhibition, % at 5.9 µM | 0.38% of 320,000 active | AID 2177;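 active = inhibition above the screen-wide mean plus 3 SD, limit set per campaign, cut at about 26% in these data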;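 also: 0% = LYPLA2 with DMSO and 100% = wells lacking LYPLA2 enzyme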
Target sequence (O95372 whole entry, looked up): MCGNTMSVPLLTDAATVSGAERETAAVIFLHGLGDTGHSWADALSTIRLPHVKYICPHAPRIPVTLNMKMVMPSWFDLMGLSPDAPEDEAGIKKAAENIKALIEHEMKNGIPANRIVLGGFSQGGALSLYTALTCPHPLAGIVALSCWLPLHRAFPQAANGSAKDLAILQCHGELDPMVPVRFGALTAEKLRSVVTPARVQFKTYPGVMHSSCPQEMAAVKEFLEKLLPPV
PREPL inhibitor – inhibits the human prolyl oligopeptidase-like enzyme | Q4J6C6 | recombinant PREPL, fluorescence polarization activity-based probe | 0.68% of 320,000 active | inhibition, % at 5.96 µM | AID 2751; in the data active = inhibition above about 43%;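 also: 0% = enzyme with DMSO and 100% = wells lacking enzyme; many of its hits are not listed in these tables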
EBNA-1 inh – blocks EBNA-1 binding to DNA; EBNA-1 DNA binding, fluorescence polarization; inhibition, % at 14.8 µM; 0.34% of 300,000 active; AID 1950; in the data active = inhibition above about 28%
PAFAH1B3 FP inh – PAFAH1B3 (human) inhibition; 0.28% of 340,000 active; AID 492972; Q15102; inhibition, % at 3.39 µM; recombinant PAFAH1B3, FP-rhodamine probe, fluorescence polarization;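 active = inhibition above the screen-wide average of all tested compounds plus 3 SD, cut at about 25% in these data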;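 also: 0% = enzyme with DMSO only and 100% = wells lacking PAFAH1B3 protein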
PAFAH1B2 FP inh – PAFAH1B2 (human) inhibition; recombinant PAFAH1B2, FP-rhodamine activity probe, fluorescence polarization; 1.2% of 340,000 active; P68402; inhibition, % at 3.39 µM;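 active = inhibition above the mean of all tested compounds plus 3 SD, cut at about 24% in these data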;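 also: 0% = enzyme with DMSO and 100% = wells lacking PAFAH1B2; many of its hits are not listed in these tables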
Numbers without * were called inactive; . = not tested or not shown. A portion of the library, so the mix of outcomes need not match the whole.

1. Cc1ccc(-c2nc(CS(=O)CC(=O)NC(C)CCc3ccccc3)c(C)o2)cc1 (stereo not given)
2. O=C(CN1CCC(Cc2ccccc2)CC1)NC(=O)NC1CCCCC1
3. O=C(c1ccc(F)cc1)N1CCN(c2ccccn2)CC1
4. COC(=O)c1ccc(CN2CCN(Cc3ccc(F)cc3)C(CCO)C2)cc1 (stereo not given)
5. CCOc1ccccc1N1CCN(C(=O)c2ccc3[nH]c4c(c3c2)CCCC4)CC1
6. C=C(Br)Cn1c(CC)nc2ccccc21
7. O=C(NC1CC1)C1CCN(c2ncccn2)CC1
8. Cc1ccc(C2CC(c3cccs3)=NN2C(=O)CCl)cc1 (stereo not given)

assay / entry	1	2	3	4	5	6	7	8
PAFAH2 inh	-5	2	5	-1	5	0	11	-9
ZTA counter	9	7	-3	5	-4	-10	-4	5
pPAFAH inh	-1	7	-1	1	3	0	1	-4
LYPLA1 counter	0	1	-2	1	3	-3	1	4
LYPLA2 inh	0	6	2	2	8	2	-4	1
PREPL inhibitor	-5	4	6	-7	24	9	2	1
EBNA-1 inh	-19	3	-9	6	2	5	1	11
PAFAH1B3 FP inh	2	3	7	5	5	-6	-14	2
PAFAH1B2 FP inh	11	1	3	2	-1	5	-2	4

9. O=C(CCC(=O)OCCCC(F)(F)C(F)(F)F)Nc1ccccc1
10. O=C(CCCc1ccccc1)Nc1ccccc1C(F)(F)F
11. O=C1C(Cc2ccccc2)Nc2ncnc(N3CCCCC3)c2N1Cc1ccccc1 (stereo not given)
12. N#CC(C(=O)Nc1ccccc1)=C1CCCCC1
13. Cn1nnnc1SCC(=O)Nc1cc(C(=O)O)cc(C(=O)O)c1
14. COc1ccc(-c2noc(CN3CCN(c4ccccc4)CC3)n2)cc1
15. O=C(NCCCn1ccnc1)c1ccc(-c2cccc(Cl)c2Cl)o1
16. COc1ccc(Oc2ccc(N/C=C3/CCCC3=O)cc2)cc1

assay / entry	9	10	11	12	13	14	15	16
PAFAH2 inh	-3	8	8	-2	14	6	5	4
ZTA counter	-5	10	.	-3	-6	-3	.	-10
pPAFAH inh	2	1	3	2	2	-2	8	9
LYPLA1 counter	1	-1	.	2	-2	1	.	3
LYPLA2 inh	4	3	.	6	-1	-3	.	41*
PREPL inhibitor	1	4	7	7	1	11	28	3
EBNA-1 inh	1	2	.	3	2	-1	.	-1
PAFAH1B3 FP inh	5	9	15	4	6	-3	10	-1
PAFAH1B2 FP inh	-2	4	5	-5	3	3	2	-3

17. Cc1ccc(/C=N/N=C2\SCC(=O)N2CC2CC2)cc1
18. O=C(Nc1cc(-c2ccccc2)nn1C1CCCCC1)c1ccc(Cl)cc1
19. CC(=O)Nc1ccc(NC(=O)Nc2ccccc2C)cc1
20. O=C(c1cc2cc(Cl)cc(Cl)c2oc1=O)N1CCOCC1
21. c1coc(C2Nc3ccccc3C3OCCC23)c1 (stereo not given)
22. Cc1ccccc1C(=O)Nc1ccc2nc3n(c(=O)c2c1)CCCC3
23. CC(C)(C)c1csc(NC(=O)c2cccnc2Cl)n1
24. Cc1c(CC(=O)NCC(=O)N[C@H](Cc2ccccc2)C(=O)O)c(=O)oc2cc(O)ccc12

assay / entry	17	18	19	20	21	22	23	24
PAFAH2 inh	6	-20	2	-1	-5	2	7	4
ZTA counter	4	.	4	9	-10	9	-6	0
pPAFAH inh	7	-9	3	10	3	6	-4	2
LYPLA1 counter	0	.	4	7	1	-1	0	2
LYPLA2 inh	1	.	4	7	2	-2	-6	1
PREPL inhibitor	-27	-4	1	1	-5	5	5	6
EBNA-1 inh	4	.	0	-9	3	1	3	2
PAFAH1B3 FP inh	0	-5	-2	2	6	1	-1	8
PAFAH1B2 FP inh	-1	4	-4	1	1	1	2	3

25. CC(C)CN(C(=O)CCC(=O)OCC(=O)N(C)c1ccccc1)c1c(N)n(CC(C)C)c(=O)[nH]c1=O
26. CCOc1ccc(C(=O)NCc2cccnc2)cc1[N+](=O)[O-]
27. COC(=O)C(O)(NC(=O)OCc1ccccc1)C(F)(F)F (stereo not given)
28. COc1ccc(CCNC(=O)CN(c2ccc(C)cc2)S(=O)(=O)c2c(C)noc2C)cc1OC
29. Cc1ccc(NC(=O)N2CCc3ccccc32)cc1
30. O=S(=O)(NCc1ccc(Cl)cc1)NCc1ccccc1F
31. CC(NC(=O)c1ccccc1O)c1ccccc1 (stereo not given)
32. CC[C@]12c3[nH]c4cc(CCC(=O)N(C)C)ccc4c3CCN1C(=O)[C@@H](CC(=O)NC/C=C(\C)CCC=C(C)C)C[C@@H]2C(=O)N1CCN(C(=O)c2ccco2)CC1

assay / entry	25	26	27	28	29	30	31	32
PAFAH2 inh	6	-1	-4	1	-1	-3	8	4
ZTA counter	-3	14	-14	16	-18	0	-5	.
pPAFAH inh	0	2	3	3	-4	11	5	34*
LYPLA1 counter	2	-2	4	-1	-2	3	-2	.
LYPLA2 inh	3	-4	4	2	-2	-3	-5	.
PREPL inhibitor	20	11	17	-1	-2	-5	3	.
EBNA-1 inh	-8	1	7	6	-17	-2	-11	.
PAFAH1B3 FP inh	-6	6	4	-1	11	7	5	7
PAFAH1B2 FP inh	5	4	-1	-1	2	14	6	4

33. CN(Cc1ccccn1)Cc1cn(Cc2ccccc2)nc1-c1ccc2c(c1)OCO2
34. COC1=C(C)C(O)=C(C(=O)/C=C/c2ccccc2)C(=O)C1(C)C
35. NS(=O)(=O)c1ccc(NC(=S)NC(=O)/C=C/c2cccs2)cc1
36. CCc1ccc(NC(=O)CSc2nc3ccccc3c(=O)n2CCCC(=O)N2CCCC2)cc1
37. CCN(CC)S(=O)(=O)c1ccc(N2CCCCC2)c(NC(=O)C2=COCCO2)c1
38. N#Cc1ccc(-n2c(-c3ccccc3)nnc2-c2ccccc2)cc1C#N
39. Clc1ccccc1Cn1nnc2c(N3CCOCC3)nc(C3CC3)nc21
40. O=[N+]([O-])c1ccc(O)c(-c2nc(-c3ccccc3)c(-c3cccs3)[nH]2)c1

assay / entry	33	34	35	36	37	38	39	40
PAFAH2 inh	0	1	-25	-10	16	4	-6	11
ZTA counter	-20	20	-5	14	-3	3	5	2
pPAFAH inh	2	7	-1	-3	3	2	0	11
LYPLA1 counter	-1	-1	-20	-8	3	0	1	-8
LYPLA2 inh	-7	4	-37	0	-2	-1	2	2
PREPL inhibitor	14	6	-2	12	2	4	-2	-8
EBNA-1 inh	5	15	15	8	9	-6	-6	-2
PAFAH1B3 FP inh	2	8	-21	-5	-1	6	4	18
PAFAH1B2 FP inh	7	13	-8	2	-3	-3	1	10

Arranged by SMILES length (high to low): some entries from above.
32. CC[C@]12c3[nH]c4cc(CCC(=O)N(C)C)ccc4c3CCN1C(=O)[C@@H](CC(=O)NC/C=C(\C)CCC=C(C)C)C[C@@H]2C(=O)N1CCN(C(=O)c2ccco2)CC1
40. O=[N+]([O-])c1ccc(O)c(-c2nc(-c3ccccc3)c(-c3cccs3)[nH]2)c1
36. CCc1ccc(NC(=O)CSc2nc3ccccc3c(=O)n2CCCC(=O)N2CCCC2)cc1
37. CCN(CC)S(=O)(=O)c1ccc(N2CCCCC2)c(NC(=O)C2=COCCO2)c1
34. COC1=C(C)C(O)=C(C(=O)/C=C/c2ccccc2)C(=O)C1(C)C
35. NS(=O)(=O)c1ccc(NC(=S)NC(=O)/C=C/c2cccs2)cc1
39. Clc1ccccc1Cn1nnc2c(N3CCOCC3)nc(C3CC3)nc21
30. O=S(=O)(NCc1ccc(Cl)cc1)NCc1ccccc1F
29. Cc1ccc(NC(=O)N2CCc3ccccc32)cc1

assay / entry	32	40	36	37	34	35	39	30	29
PAFAH2 inh	4	11	-10	16	1	-25	-6	-3	-1
ZTA counter	.	2	14	-3	20	-5	5	0	-18
pPAFAH inh	34*	11	-3	3	7	-1	0	11	-4
LYPLA1 counter	.	-8	-8	3	-1	-20	1	3	-2
LYPLA2 inh	.	2	0	-2	4	-37	2	-3	-2
PREPL inhibitor	.	-8	12	2	6	-2	-2	-5	-2
EBNA-1 inh	.	-2	8	9	15	15	-6	-2	-17
PAFAH1B3 FP inh	7	18	-5	-1	8	-21	4	7	11
PAFAH1B2 FP inh	4	10	2	-3	13	-8	1	14	2

The list goes on.
41. COc1cccc(C(=O)Nc2ccccc2OC(F)(F)F)c1
42. O=C(Nc1ccc(N2CCN(C(=O)c3ccco3)CC2)cc1)c1ccc(F)cc1
43. COc1ccc(OCC(=O)Nc2ncc3c(n2)CC(C)(C)CC3=O)cc1
44. CCc1c(C(=O)NCc2ccccc2Cl)[nH]c(C)c1C(C)=O
45. CCOCCCNC(=O)C(c1ccc(Cl)cc1)N(Cc1cccs1)C(=O)c1ccccn1 (stereo not given)
46. Cc1ccccc1CN1CCNC(=O)C1CC(=O)N(C)CCC1CCOCC1 (stereo not given)
47. O=C(Nc1ccccc1)c1cc2ccc3ccccc3c2s1
48. C=CCn1c(=O)c2c(nc(Br)n2Cc2ccccc2Cl)n(C)c1=O

assay / entry	41	42	43	44	45	46	47	48
PAFAH2 inh	4	0	-3	2	-2	-4	-28	11
ZTA counter	-6	-6	-1	2	3	9	-20	-16
pPAFAH inh	-2	10	0	-4	0	2	-44	3
LYPLA1 counter	3	3	4	-6	1	4	-9	2
LYPLA2 inh	3	6	4	0	6	8	-45	-4
PREPL inhibitor	2	12	5	-9	6	8	2	-25
EBNA-1 inh	3	12	-6	14	1	-1	3	-1
PAFAH1B3 FP inh	15	0	2	8	-1	6	-5	-6
PAFAH1B2 FP inh	-2	-3	4	-1	-3	-8	-7	3

49. O=[N+]([O-])c1cccnc1N/N=C/c1ccccc1O
50. Cc1cccc(C)c1-n1c(C)cc(/C=N\Nc2ccc([N+](=O)[O-])cn2)c1C
51. Cc1c(NS(=O)(=O)c2cc(C(=O)OCC(=O)N3CCC(C)CC3)ccc2Cl)c(=O)n(-c2ccccc2)n1C
52. Cc1cc(C)n(-c2ccccc2[N+](=O)[O-])n1
53. COCCn1c(C)cc(C(=O)CSc2nnc3ccccn23)c1C
54. CCOC(=O)c1cnc(SCC(=O)OCC(=O)N(CC)C2CCS(=O)(=O)C2)nc1N (stereo not given)
55. Cc1ccc2c(c1)c1c(n2CCc2ccc(C)nc2)CCN(C)C1
56. CC(C)NC(=S)Nc1c(N)[nH]c(=O)[nH]c1=O

assay / entry	49	50	51	52	53	54	55	56
PAFAH2 inh	0	1	15	1	8	-6	-3	6
ZTA counter	-4	-2	7	2	13	-5	-3	6
pPAFAH inh	1	7	4	-1	-1	-3	2	4
LYPLA1 counter	0	-3	0	1	-2	1	-1	6
LYPLA2 inh	-1	2	-3	4	2	4	-2	3
PREPL inhibitor	-3	18	4	19	4	5	26	-6
EBNA-1 inh	3	-6	0	10	11	0	.	-1
PAFAH1B3 FP inh	4	-1	-3	8	-3	11	-2	8
PAFAH1B2 FP inh	-1	2	0	-1	-1	4	4	3

57. CCOc1ccc(N/C(C)=C/C(=O)c2ccc(C)o2)cc1
58. Cc1nc2ncnn2c(C)c1CCC(=O)N1CCN(Cc2ccccc2)CC1
59. O=S(=O)(c1ccccc1)c1nc(-c2ccco2)oc1N1CCCCCC1
60. CC(=O)c1c(C)[nH]c(C(=O)COC(=O)CCCOc2ccccc2)c1C
61. COc1ccc(CCNCC(O)COc2cccc(Br)c2)cc1 (stereo not given)
62. CCN(Cc1nc(-c2ccc(Cl)cc2)no1)CC1CCCO1 (stereo not given)
63. Cc1c(Cl)cccc1NC(=S)NCc1ccc2c(c1)OCO2

assay / entry	57	58	59	60	61	62	63
PAFAH2 inh	-1	5	15	-8	10	3	-7
ZTA counter	6	-8	2	-5	5	-1	5
pPAFAH inh	-1	0	2	20	-3	1	4
LYPLA1 counter	0	1	1	-5	1	-1	-1
LYPLA2 inh	0	2	-1	4	7	4	3
PREPL inhibitor	-13	6	19	-1	-37	23	-15
EBNA-1 inh	1	-19	-2	2	-6	12	0
PAFAH1B3 FP inh	4	3	8	1	1	-2	-2
PAFAH1B2 FP inh	3	-3	5	-2	7	3	3
